High-throughput results from PubChem BioAssay.
VP16 counter – VP16 counterscreen qHTS for inhibitors of ROR gamma transcriptional activity; Drosophila S2 Gal4-VP16 UAS-luciferase, luminescence, 20 h; Potency, µM (top dose mostly 53.6 µM), inactives show top-dose activity, negative = inhibition, most hits filed as inhibitors; actives 3.5% (n = 310,000);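 further: Gal4-VP16 expression switched on by copper sulfate through the metallothionein promoter; on the % scale 0 is the no-effect control and ±100 the full control effect; nearly all actives have a fitted effect of over 50% in size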
FLuc counter – qHTS profiling assay for firefly luciferase inhibitor/activator using purifed enzyme and Km concentrations of substrates (counterscreen for miR-21 project). Potency, µM (doses to about 57.5 µM), for inactives: at the top dose activity change, negative = inhibition, usual class: inhibitors. actives 6.9% (n = 360,000). purified FLuc, Km substrates, luminescence inhibition;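 further: plate controls were vehicle for no effect and reference inhibitor for full effect; nearly all actives have a fitted effect of over 55% in size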
Target sequence (P08659 whole entry, looked up): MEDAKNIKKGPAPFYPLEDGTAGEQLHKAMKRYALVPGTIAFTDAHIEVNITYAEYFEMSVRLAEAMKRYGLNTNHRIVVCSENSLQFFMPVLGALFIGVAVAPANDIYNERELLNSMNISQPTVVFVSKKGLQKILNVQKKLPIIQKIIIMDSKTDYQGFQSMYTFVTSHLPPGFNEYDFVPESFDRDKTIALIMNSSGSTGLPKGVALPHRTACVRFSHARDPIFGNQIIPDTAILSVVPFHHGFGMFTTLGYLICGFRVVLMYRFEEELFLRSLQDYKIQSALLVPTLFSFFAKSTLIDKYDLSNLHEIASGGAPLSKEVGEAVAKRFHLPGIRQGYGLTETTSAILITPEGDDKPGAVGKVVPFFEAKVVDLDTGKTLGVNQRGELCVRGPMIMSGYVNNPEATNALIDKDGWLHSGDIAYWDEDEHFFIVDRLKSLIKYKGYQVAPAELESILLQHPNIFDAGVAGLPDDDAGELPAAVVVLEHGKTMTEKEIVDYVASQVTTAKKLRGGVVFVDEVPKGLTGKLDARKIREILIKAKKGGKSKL
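Purified P. pyralis luciferase (10nM final) with 10uM D-luciferin and 10uM ATP (Km levels) in 50mM Tris acetate pH 7.5, 10mM Mg acetate, 0.01% Tween-20, 0.05% BSA; qHTS 6-point titration, ~60 µM downward; luminescence read.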
ELG1 genotox – qHTS screen for small molecules that induce genotoxicity in human embryonic kidney (HEK293T) cells expressing luciferase-tagged ELG1; Potency, µM (top dose mostly 46 µM), for the others: at the highest dose activity change, positive = activation, actives largely listed as activators; AID 504466, 2011; actives 1.3% (n = 330,000); HEK293T ELG1-luciferase reporter, luminescence, 16 h; further: % of control where 0% means no effect; nearly all actives have a fitted effect of over 60% in size
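Genotoxic stress is detected as increased luminescence from luciferase-tagged ELG1 in HEK293T cells, measured with ONE-Glo after a 16 hr treatment at 37 °C.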
NPC1 promoter act – qHTS Assay for NPC1 Promoter Activators. Huh7 NPC1 promoter luciferase reporter, 24 h. Potency, µM (titrated, usually from 9.22 µM), without a hit: top-dose activation, most hits filed as activators. actives 2.4% (n = 320,000);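 further: % of control where 0% means no effect; nearly all actives have a fitted effect of over 60% in size; reporter is driven by a mutant NPC1 promoter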
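Luminescence read-out of NPC1 promoter-driven luciferase in stably transfected Huh7 cells; compounds delivered in DMSO and left 24 h at 37C, 5% CO2, qHTS titration format.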
uPA generation – qHTS for Inhibitors of Cell Surface uPA Generation | cell surface uPA generation assay, qHTS | Potency, µM (titrated, usually from 38.3 µM), for the others: at the highest dose activity change, negative = inhibition, hits mostly inhibitors | actives 0.31% (n = 330,000) | AID 540303, 2011; active means well fitted inhibition curve with a large enough effect; inconclusive means small, poorly fitted or top-dose-only effect; inactive means no such curve, though single readings can be large or run the other way; tested in mouse RAW 264.7 cells; further: on the % scale 0 is the no-effect control and ±100 the full control effect; nearly all actives have a fitted effect of over 55% in size
MBNL1 CUG block – qHTS Assay for Inhibitors of MBNL1-poly(CUG) RNA binding | Muscleblind-like protein 1 (Homo sapiens), Q9NR56 | TR-FRET MBNL1-His/biotin-(CUG)12 binding, 665/545 ratio | Potency, µM (titrated, usually from 57.5 µM), without a hit: at the top dose activity change, negative = inhibition, usual class: inhibitors | actives 0.036% (n = 280,000) | AID 2675, 2010; active means well fitted inhibition curve with a large enough effect in the signal ratio, with a control signal flat, not every such curve was filed as active; inconclusive means small, poorly fitted or top-dose-only effect, or effect the other way, or a change in a side signal; inactive means no such curve, though single readings can be large or run the other way; the % refers to the signal ratio; further: on the % scale 0 is the no-effect control and ±100 the full control effect
Target sequence (Q9NR56 whole entry, looked up): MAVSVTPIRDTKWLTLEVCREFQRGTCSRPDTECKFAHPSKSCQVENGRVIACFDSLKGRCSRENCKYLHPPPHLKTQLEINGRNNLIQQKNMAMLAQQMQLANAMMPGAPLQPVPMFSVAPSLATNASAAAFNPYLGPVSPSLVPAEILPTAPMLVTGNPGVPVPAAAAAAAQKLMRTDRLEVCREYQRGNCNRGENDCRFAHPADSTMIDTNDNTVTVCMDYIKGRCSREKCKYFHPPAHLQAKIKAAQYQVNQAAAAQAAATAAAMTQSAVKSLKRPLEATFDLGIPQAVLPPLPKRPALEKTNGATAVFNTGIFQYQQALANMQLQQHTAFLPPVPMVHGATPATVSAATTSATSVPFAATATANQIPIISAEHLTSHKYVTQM
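Compounds (final 92 nM to 58 uM) are added to His-tagged MBNL1 and biotin-(CUG)12, then terbium anti-His antibody and streptavidin-XL665 (5 nM final). After 60 min at room temperature, the 665/545 nm ratio is read.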
Rab9 promoter act – qHTS Assay for Rab9 Promoter Activators | Huh7 Rab9 promoter-luciferase reporter, luminescence, 24 h | Potency, µM (series often up to 9.22 µM), for the others: at the top dose activation, negative = inhibition, usual class: activators | actives 2.8% (n = 320,000); further: % of control where 0% means no effect; nearly all actives have a fitted effect of over 60% in size
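Promoter activation is measured as luciferase luminescence in Huh7 cells stably transfected with a Rab9 promoter–luciferase construct, following 24 h compound exposure at 37 °C and 10 min reagent incubation at ambient temperature.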
BRCA1 expr act – qHTS Assay to Identify Small Molecule Activators of BRCA1 Expression | MCF7-BRCA1-FFLuc reporter, luminescence, 48 h; response scale: scaled: vehicle 0%, 10 µM genistein 100% | Potency, µM (doses to about 46.1 µM), inactives show at the highest dose activation, most hits filed as activators | actives 1.1% (n = 380,000) | AID 624202, 2012; further: nearly all actives have a fitted effect of over 80% in size; some results filed as inactive show a strong effect at the top dose
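MCF7-BRCA1-FFLuc cells, 2000/well in phenol-red-free MEM, attached 2 h then treated 48 h at 37 C. Luciferase luminescence read 15 min after reagent; normalized to genistein maximum activation (10microM) and DMSO, concentration-response fitted.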
RORg inh – qHTS for inhibitors of ROR gamma transcriptional activity. actives 5.4% (n = 310,000). Drosophila S2 Gal4-RORgamma UAS-luciferase reporter, 20 h. Potency, µM (highest dose often 53.6 µM), for inactives: at the top dose activity change, negative = inhibition, actives largely listed as inhibitors. AID 2551, 2010. Nuclear receptor ROR-gamma (Mus musculus), P51450; further: on the % scale 0 is the no-effect control and ±100 the full control effect; nearly all actives have a fitted effect of over 60% in size
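ROR gamma transcriptional activity was tracked as Gal4-UAS luciferase output in stably transfected Drosophila Schneider cells, with compound added 1 hr before 700 uM copper sulfate induction and a 20 hr ambient-temperature incubation.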
p53 reactivation – qHTS assay for re-activators of p53 using a Luc reporter | H1299 p53-A138V BP100-luciferase reporter, luminescence, 24 h | Potency, µM (titrated, usually from 92.2 µM), without a hit: at the top dose activity change, positive = activation, actives largely listed as activators | AID 504706, 2011 | actives 0.063% (n = 320,000); further: % of control where 0% means no effect; nearly all actives have a fitted effect of over 45% in size
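p53-null H1299 cells stably carrying temperature-sensitive p53-A138V and a BP100-luciferase reporter were pinned with compounds (4-point, 1:5 series) and held 24 hrs at 37 deg C. Luminescence was read 10 min after detection reagent.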
Starred values were filed as active, the others as inactive; ? = inconclusive; · = no result given; & = joins results of further samples; [ ] = remark or other dose. Unless noted, the call rests on the fitted dose curve; in most records, active means well fitted curve in the direction sought with a large enough effect; inconclusive means small, poorly fitted or top-dose-only effect, or another doubt; inactive means no such curve, though single readings can be large; an effect the other way counts as inactive or inconclusive. Potency means the concentration at half of the fitted maximal effect.

SMILES	VP16 counter	FLuc counter	ELG1 genotox	NPC1 promoter act	uPA generation	MBNL1 CUG block	Rab9 promoter act	BRCA1 expr act	RORg inh	p53 reactivation
COC(=O)C1=Nc2ccccc2/C1=C\c1c(O)n(-c2cc(OC)ccc2OC)c(=O)[nH]c1=O	-9.2%	?	-3.1%	-2.7%	4.4%	?	3.1%	-11.5%	?	-12.1%
CN(C[C@H](Cc1ccccc1)N(C[C@H](Cc1ccccc1)N(CCC(C)(C)C)N=O)N=O)N=O	-13.2%	-1.1%	-8.3%	-0.8%	-9.3%	7.7%	1.5%	-34.6%	?	-0.6%
COc1ccc(CC2c3cc(OC)c(OC)cc3CCN2C)cc1OC (centres undefined)	1.6%&-2.5%	4.6%	3.4%	-2.5%	-11.5%	7.4%	0.4%	-2.2%	2.5%&-17.0%	2.7%
CCOc1ccc2c(c1)c(C(C)=O)c(C)n2Cc1ccco1	6.3%	-14.7%	-3.8%	-0.1%	-1.9%	?	-1.4%	0.0%	-10.2%	-1.4%
O=C(C1CCC(=O)N1C1CCCCC1)N1CCC2(CC1)OCCO2 (centres undefined)	-6.9%	0.2%	-0.1%	0.9%	0.8%	-1.0%	-6.0%	3.2%	-7.6%	-12.2%
C=CCn1c(O)c(C(CC)=Nc2cccc(C(F)(F)F)c2)c(=O)[nH]c1=O	-1.5%	-2.0%	0.8%	-1.3%	2.5%	·	0.1%	1.7%	3.0%	-4.3%
Cc1noc(C)c1C(=O)N1CCC2(CC1)OCCO2	-3.8%[0.365 µM]	4.7%	-0.5%	0.8%	14.1%	-5.4%	-7.0%	1.4%	-0.1%	4.9%
Cc1cc(C)n(C(=O)c2ccc([N+](=O)[O-])cc2[N+](=O)[O-])n1	-4.6%	1.3%	-1.4%	-2.3%	-7.1%	?	1.3%	-10.7%	-12.2%	21.2%
O=C(CF)NC(Nc1cccc2cccnc12)C(Cl)(Cl)Cl (centres undefined)	1.3%	2.2%	-0.2%	2.1%	1.3%	4.0%	-5.2%	-34.6%	19.7%	-9.2%
CC(CN1CCOCC1)OC(=O)Cc1ccccc1 (centres undefined)	-8.2%	6.8%	5.5%	-1.2%	3.3%	·	-0.4%	-1.2%	-2.6%	-3.1%
O=C(Nc1nnc(-c2ccc3c(c2)CCCC3)o1)c1ccccc1	0.1µM*	19µM*	?	4.3%	10µM*	-1.8%	-5.8%	-23.6%	0.282µM*	10.8%
Cc1ccc2c(c1)C1CN(C)CCC1N2C(=S)Nc1cccnc1 (centres undefined)	3.4%	-0.8%	-6.5%	0.1%	9.1%	-3.4%	-1.7%	-14.3%	-31.7%	7.7%
CC(=O)C1C2c3ccccc3OC1(C)N=c1s/c(=C/c3cn(C)nc3C)c(=O)n12 (centres undefined)	-5.8%	4.2%	-4.6%	-1.7%	-3.9%	?	-0.3%	-1.7%	-0.1%	-30.0%
O=Cc1cn(Cc2ccc(F)cc2)c2ccccc12	-8.3%	-12.3%	7.2%	-8.1%	3.3%	-4.5%	0.6%	-36.1%	37.1%	-2.4%
O=c1[nH]c(=O)n(Cc2ccc(F)cc2)c(O)c1/C=N/Nc1ccccc1	1.2%	2.1%	4.6%	-0.3%	4.3%	9.5%	0.5%	-34.0%	-5.6%	-1.7%
CC(=O)c1ccc2c(c1)C1C(Cl)C(Sc3ccccc3[N+](=O)[O-])CC1C(C(=O)O)N2 (centres undefined)	-4.4%	1.4%	-1.6%	-2.8%	6.1%	21.8%	-4.1%	-28.0%	31.0%	-3.6%
O=C1OC(c2ccc(Cl)cc2)=N/C1=C\N1CC2CC(C1)c1cccc(=O)n1C2 (centres undefined)	-9.4%	-3.3%	-2.0%	-0.4%	-1.8%	?	-2.4%	0.1%	-3.4%	-6.5%
O=C1c2ccccc2C(=O)N1SC1CCCCC1	?	?	2.9%	0.8%	-3.9%	6.8%	-1.7%	10.9%	?	4.5%
Cc1occc1C(=O)N1CCC2(CC1)OCCO2	5.9%[0.365 µM]	6.4%	-4.0%	1.1%	·	-6.3%	0.9%	-0.8%	-2.4%	6.0%
CCCC(=O)c1cc(CP(=O)(OCC)OCC)oc1C	-8.9%	2.9%	-2.0%	-3.1%	-3.4%	2.4%	0.7%	-8.3%	-2.8%	2.9%
COc1ccccc1NC1(C#N)CCCCC1	10.5%	-1.1%	0.5%	0.1%	-29.4%	2.2%	5.3%	0.3%	1.0%	1.9%
CN1C(=O)C(=Cc2ccc(N3CCCCCC3)o2)C(=O)N(C)C1=S	-12.9%	10.7µM*	?	?	2.6%	?	?	56.3%	41.4%	9.1%
N[C@@H](Cc1c[nH]c2ccccc12)c1nnc(SCc2c(F)cccc2Cl)o1	-0.6%	3.9%	-2.7%	-4.7%	·	3.9%	-15.7%	2.5%	-1.5%	13.8%
COc1ccc2c3c1OC1[C@H](O)CCC4[C@@H](C2)N(C)CC[C@]314 (some centres undefined)	·	·	0.7%	·	13.7%	·	·	6.3%	·	-1.8%
COc1ccc2c(c1)c(C(=O)CN1CCC3(CC1)OCCO3)c(C)n2Cc1ccccc1	1.2%	2.2%	2.2%	-0.2%	-2.9%	5.9%	-0.9%	-4.1%	19.5%	-20.7%
c1ccc(C2NCc3ccccc3-n3cccc32)cc1 (centres undefined)	1.5%	-0.4%	-0.2%	-6.0%	-9.5%	-4.5%	1.9%	7.0%	-33.7%	-1.1%
CCc1ccc(CNCCc2ccccc2F)cc1	1.4%	-12.9%	-0.6%	1.6%	-3.5%	-6.2%	-3.8%	52.8%	4.9%	5.7%
COc1ccccc1N1C(=O)NC(=O)C2(Cc3cc(C)ccc3N(C)C2)C1=O (centres undefined)	-10.0%	3.3%	-1.3%	11.7%	-4.7%	-7.7%	-1.0%	6.3%	0.7%	-1.5%
C/C(CCc1c[nH]c2ccccc12)=N\O	3.1%	?	3.0%	11.8%	·	-11.1%	11.2%	28.8%	19.4%[10 µM]	3.1%
CNP(=O)(Oc1ccccc1)OC12CC3CC(CC(C3)C1)C2 (centres undefined)	5.4%	-0.9%	-1.4%	-1.0%	2.0%	-1.4%	-1.5%	-15.1%	?	-1.6%
CSc1ccc(C(=O)C2CCCN(Cc3cnc(SC)nc3)C2)cc1 (centres undefined)	-2.7%	-0.2%	-4.5%	0.3%	-6.7%	7.7%	-8.8%	-10.0%	39.5%	1.6%
CC(C)c1oc(=O)cc2c1[C@@H](O)[C@H]1OC(=O)[C@@]3(C)CC[C@@H](O)[C@@]2(C)C13 (some centres undefined)	5.01µM*	1.3%	?	-20.1%	?	-17.7%	-28.5%	-54.4%	20µM*	2.2%
O=C1NC(=O)N(c2ccccc2F)C(=O)/C1=C/c1ccc(Sc2nc3ccccc3[nH]2)o1	4.9%	?	0.5%	0.7%	2.1%	·	-5.1%	4.4%	-16.1%	-2.4%
COc1ccccc1N1CCN(Cc2ccc(Cl)cc2Cl)CC1	0.4%	-0.9%	-3.6%	2.3%	-3.3%	-17.4%	-0.5%	3.3%	-43.1%	0.7%
Cc1nc2ccccc2c(=O)n1-c1ccc(C(=O)O)cc1	21.0%	5.5%	2.0%	0.5%	3.8%	-6.4%	-2.2%	0.0%	-7.7%	1.3%
O=c1c(O)c(-c2ccc(O)c(O)c2)oc2cc(O)cc(O)c12	-10.5%	?	13.0%	3.1%[46.1 µM]	?	?	-13.9%[46.1 µM]	-31.0%&15.2%	9.2%	?
O=C(COc1ccccc1)Nc1ccc(Cl)cc1C(=O)c1ccccc1	-2.2%	-1.8%	13.9%	-2.2%	-2.8%	1.1%	0.2%	-13.2%	-6.4%	8.8%
CCC1(CC)C(=O)N(Cc2ccccc2)C(=O)N(Cc2ccccc2)C1=O	-5.0%	-0.1%	-0.8%	-2.8%	0.1%	8.1%	4.1%	-5.9%	-1.6%	-2.6%
Cc1noc(NS(=O)(=O)c2ccc(NC(=O)CCCOc3ccc(Cl)cc3Cl)cc2)c1C	-4.3%	?	0.3%	-8.9%	-0.9%	-15.6%	-1.4%	1.8%	5.0%	10.9%
O=P(O)(O)Oc1ccccc1P(=O)(c1ccccc1)c1ccccc1	-8.1%	0.7%	1.5%	-4.4%	14.3%	6.2%	-1.3%	-6.4%	42.4%	7.8%

Random excerpt: 2 entries already listed.
SMILES	VP16 counter	FLuc counter	ELG1 genotox	NPC1 promoter act	uPA generation	MBNL1 CUG block	Rab9 promoter act	BRCA1 expr act	RORg inh	p53 reactivation
O=C(COc1ccccc1)Nc1ccc(Cl)cc1C(=O)c1ccccc1	-2.2%	-1.8%	13.9%	-2.2%	-2.8%	1.1%	0.2%	-13.2%	-6.4%	8.8%
O=P(O)(O)Oc1ccccc1P(=O)(c1ccccc1)c1ccccc1	-8.1%	0.7%	1.5%	-4.4%	14.3%	6.2%	-1.3%	-6.4%	42.4%	7.8%

Some of the compounds tested (hit frequency here may not be typical).
